mIAP act – increases mouse intestinal alkaline phosphatase activity. muIAP, CDP-Star luminescence, 30 min; stronger effect = higher value; 1 = vehicle-only enzyme signal, 0 = enzyme-free wells. activation factor at 10 µM. hit rate 0.24% among 330,000. AID 2805;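 active means activation factor of at least 2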; further: the source names both 10 and 20 µM as test concentration; values of inactives mirror those of a sister screen read the other way
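Assay system: mouse IAP enzyme; reagent: chemiluminescent substrate CDP-Star; dosing: test compounds delivered from DMSO solution; schedule: 30 min at room temperature; measured by: luminescence from enzymatic CDP-Star hydrolysis; controls: DMSO-only wells and no-enzyme negative control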
HKDC1 inh – blocks human hexokinase HKDC1 activity; recombinant HKDC1, G6PDH/diaphorase resazurin coupled fluorescence; inhibition, % at 20 µM; hit rate 0.16% among 340,000; AID 493160;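 active means inhibition above about 35% when tested at 20 µM, limit read from the data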;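 further: plate controls were DMSO wells with enzyme for no effect and DMSO wells lacking enzyme for full effect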
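System: Recombinant HKDC1 hexokinase | Amount: HKDC1 at 5 µg/mL | Reagent: Glucose with 1 mM ATP | Doses: Single 20 µM dose | Incubation: Reaction time 90 min, room temperature, protected from light | Signal: Coupled resazurin fluorescence, excitation 525 nm, emission 613 nm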
PfG6PD inh – PfG6PD (Plasmodium falciparum) enzyme inhibition. PfGluPho enzyme, NADPH resazurin-diaphorase fluorescence. inhibition, % at 20 µM. hit rate 0.78% among 350,000. AID 504690;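 active means inhibition reaching at least a set limit at 20 µM in the primary screen, cut at about 59% in these data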;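 further: 0% = DMSO wells with substrate and 100% = DMSO wells lacking glucose-6-phosphate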
mIAP block – blocks mouse intestinal alkaline phosphatase; purified mouse IAP, CDP-Star luminescence, 30 min; inhibition, % at 10 µM; hit rate 0.2% among 330,000;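 active means inhibition of at least 40% at 10 µM in the primary screen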;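 further: plate controls were DMSO with enzyme for no effect and no enzyme wells for full effect; values of inactives mirror those of a sister screen read the other way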
APOBEC3A inh – inhibitors of human APOBEC3A DNA deaminase | P31941 | recombinant A3A, FAM/TAMRA ssDNA deamination fluorescence | inhibition, % at 20 µM | hit rate 0.41% among 330,000;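 active means at least 40% inhibition at 20 µM here, with at most 30% in a related deaminase screen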;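 further: plate controls were A3A with DMSO for no effect and wells lacking A3A enzyme for full effect; some results filed as inactive read as strong as hits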
Target sequence (P31941 whole entry, looked up): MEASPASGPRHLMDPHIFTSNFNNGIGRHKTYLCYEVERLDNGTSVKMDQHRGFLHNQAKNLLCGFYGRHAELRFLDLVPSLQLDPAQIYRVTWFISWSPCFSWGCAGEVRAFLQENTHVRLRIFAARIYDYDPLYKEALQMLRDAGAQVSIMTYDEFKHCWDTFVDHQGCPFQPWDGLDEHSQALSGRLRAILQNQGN
ATG4B inhibitor – blocks human ATG4B protease cleavage of LC3 substrate. ATG4B cleavage of LC3-PLA2, NBD-HPC fluorescence, 1 h. hit rate 0.51% among 340,000. AID 504462. inhibition, % at 8.33 µM; in the data active means inhibition above about 40%
Target sequence (Q9Y4P1 whole entry, looked up): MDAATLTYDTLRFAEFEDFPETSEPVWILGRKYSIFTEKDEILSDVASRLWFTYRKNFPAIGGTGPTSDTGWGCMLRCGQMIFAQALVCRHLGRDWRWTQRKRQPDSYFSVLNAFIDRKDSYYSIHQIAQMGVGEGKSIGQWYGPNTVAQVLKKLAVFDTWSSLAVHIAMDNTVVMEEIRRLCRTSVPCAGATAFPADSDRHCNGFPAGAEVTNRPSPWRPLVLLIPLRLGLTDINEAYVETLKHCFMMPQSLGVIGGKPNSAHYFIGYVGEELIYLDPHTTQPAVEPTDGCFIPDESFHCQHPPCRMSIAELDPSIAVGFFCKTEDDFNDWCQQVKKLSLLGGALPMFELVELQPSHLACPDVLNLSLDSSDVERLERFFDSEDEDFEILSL
hIAP activ – human IAP activation; hit rate 0.16% among 330,000; purified human IAP, CDP-Star luminescence, 30 min; stronger effect = higher value; 1 = vehicle-only enzyme, 0 = enzyme-free background; activation factor at 10 µM;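 active means activation factor of the enzyme at least 2-fold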; further: the source names both 10 and 20 µM as test concentration; values of inactives mirror those of a sister screen read the other way
Target sequence (P09923 whole entry, looked up): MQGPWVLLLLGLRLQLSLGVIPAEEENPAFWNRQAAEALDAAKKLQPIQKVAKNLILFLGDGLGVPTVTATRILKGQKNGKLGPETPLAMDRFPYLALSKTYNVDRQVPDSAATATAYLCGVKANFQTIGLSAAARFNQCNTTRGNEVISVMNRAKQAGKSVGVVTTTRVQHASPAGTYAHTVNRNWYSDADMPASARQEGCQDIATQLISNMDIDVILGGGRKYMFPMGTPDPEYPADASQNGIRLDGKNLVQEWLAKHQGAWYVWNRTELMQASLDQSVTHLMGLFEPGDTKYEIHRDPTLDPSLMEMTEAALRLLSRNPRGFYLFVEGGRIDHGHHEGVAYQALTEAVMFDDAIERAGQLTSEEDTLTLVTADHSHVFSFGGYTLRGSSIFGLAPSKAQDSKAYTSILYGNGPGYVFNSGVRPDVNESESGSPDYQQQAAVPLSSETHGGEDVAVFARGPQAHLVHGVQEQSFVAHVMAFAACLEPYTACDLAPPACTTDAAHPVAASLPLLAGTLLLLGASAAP
hIAP inh – blocks human intestinal alkaline phosphatase; P09923; purified IAP, CDP-Star luminescence, 30 min; inhibition, % at 10 µM; hit rate 0.12% among 330,000; AID 2544;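 active means inhibition reaching a set limit with compound at 10 µM in the primary screen, cut at about 35% in these data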;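 further: plate controls were DMSO wells with enzyme for no effect and no-enzyme buffer wells for full effect; values of inactives mirror those of a sister screen read the other way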
* = called active by the depositor; . = not tested or not shown.

SMILES | mIAP act | HKDC1 inh | PfG6PD inh | mIAP block | APOBEC3A inh | ATG4B inhibitor | hIAP activ | hIAP inh
CC1(C)NC(=O)N(c2ccccc2Cl)C1(C)NO (stereo not given) | 1 | -6 | 0 | -4 | -5 | -6 | 1 | -2
Cc1ccc(C(=O)NC(=S)NCC2CCCO2)cc1[N+](=O)[O-] (stereo not given) | 0.87 | -5 | -2 | 13 | 3 | 1 | 0.93 | 7
COc1cc(OC)cc(C(=O)Nc2cc(C)on2)c1 | 0.95 | -1 | 1 | 5 | -7 | -1 | 0.9 | 10
CCOC(=O)c1ccccc1N1C(=O)CSC1=S | 0.89 | 1 | -6 | 11 | -3 | -2 | 1 | 0
CCOc1ccccc1N1CCN(Cc2ccc(OC)c(OC)c2OC)CC1 | 0.91 | -3 | -3 | 9 | 0 | -9 | 0.85 | 15
COc1ccc(NC(=O)c2sc(N3CCOCC3)nc2-c2ccccc2)c(OC)c1 | 0.99 | -1 | 7 | 0 | -3 | -9 | 0.86 | 14
COC(=O)c1ccc(NC(=O)c2cccc(C)c2[N+](=O)[O-])cc1 | 1 | -11 | 0 | -2 | 0 | -5 | 1.3 | -26
CC/C(=N/N=C(\CC)c1ccccc1)c1ccccc1 | 0.91 | -6 | 14 | 9 | -1 | 7 | 0.93 | 7
CCCCN1C(=O)C(=O)N(c2ccccc2)C1=S | 1.1 | 14 | 9 | -9 | 1 | 5 | 0.93 | 8
COc1ccc(F)cc1S(=O)(=O)Nc1cc2c3c(c1)CC(=O)N3CCC2 | 0.98 | -5 | 7 | 2 | -1 | -1 | 1.1 | -12
COc1cccc(C(=O)O/N=C(\N)c2ccc([N+](=O)[O-])cc2)c1OC | 0.98 | -3 | -6 | 2 | -2 | -1 | 1 | -2
O=C(c1ccccc1)c1ccccc1NC(=O)C1CCCN1Cc1ccccc1 (stereo not given) | 1.1 | 2 | 9 | -6 | -6 | 13 | 1 | -4
COc1cc(C(=S)N2CCOCC2)cc(OC)c1OC(=O)c1ccc([N+](=O)[O-])cc1[N+](=O)[O-] | 0.93 | -4 | 22 | 7 | 0 | -1 | 0.73 | 27
CCOc1ccc(NC(=O)CN(c2ccc([N+](=O)[O-])cc2)S(=O)(=O)c2ccccc2)cc1 | 0.95 | 1 | 2 | 5 | 3 | -5 | 0.99 | 1
Cc1noc(C)c1C(=O)N1CC(C)OC(C)C1 (stereo not given) | 1.1 | -8 | -8 | -8 | -1 | -4 | 1.5 | -52
CC(Oc1ccc(F)cc1)C(=O)NN (stereo not given) | 1.1 | 7 | -18 | -8 | 1 | 0 | 0.96 | 4
COc1ccc(S(=O)(=O)N2CCC(C(=O)NC(C)CCc3ccccc3)CC2)cc1 (stereo not given) | 1.2 | 0 | -8 | -18 | -4 | 4 | 1.1 | -6
CCCc1cc(=O)[nH]c(SCC(=O)c2c(N)n(CC(C)C)c(=O)n(C)c2=O)n1 | 1 | 6 | -2 | 0 | -2 | -3 | 0.88 | 12
Cc1cc(S(=O)(=O)Nc2c(C)ccc3nsnc23)ccc1F | 1 | 6 | -20 | -4 | 1 | 5 | 0.97 | 3
CCCOC(=O)c1ccc(-n2nnnc2SCC(=O)N2CCCCC2)cc1 | 0.89 | -2 | -1 | 11 | -2 | -8 | 1 | 0

Record cards, from the list above.
Listed for CC(Oc1ccc(F)cc1)C(=O)NN (stereo not given) = mIAP act: 1.1; HKDC1 inh: 7; PfG6PD inh: -18; mIAP block: -8; APOBEC3A inh: 1; ATG4B inhibitor: 0; hIAP activ: 0.96; hIAP inh: 4
Listed for COc1ccc(NC(=O)c2sc(N3CCOCC3)nc2-c2ccccc2)c(OC)c1 = mIAP act: 0.99; HKDC1 inh: -1; PfG6PD inh: 7; mIAP block: 0; APOBEC3A inh: -3; ATG4B inhibitor: -9; hIAP activ: 0.86; hIAP inh: 14

The main list resumes, starting 3 compounds before the break.
SMILES | mIAP act | HKDC1 inh | PfG6PD inh | mIAP block | APOBEC3A inh | ATG4B inhibitor | hIAP activ | hIAP inh
CCCc1cc(=O)[nH]c(SCC(=O)c2c(N)n(CC(C)C)c(=O)n(C)c2=O)n1 | 1 | 6 | -2 | 0 | -2 | -3 | 0.88 | 12
Cc1cc(S(=O)(=O)Nc2c(C)ccc3nsnc23)ccc1F | 1 | 6 | -20 | -4 | 1 | 5 | 0.97 | 3
CCCOC(=O)c1ccc(-n2nnnc2SCC(=O)N2CCCCC2)cc1 | 0.89 | -2 | -1 | 11 | -2 | -8 | 1 | 0
Cc1cccc(NC(=O)COc2ccc3oc4c(c3c2)CCCC4)n1 | 1 | -3 | 6 | -4 | 3 | -7 | 0.87 | 13
CCCCNC(=O)NS(=O)(=O)c1cnccc1Sc1ccc(Cl)cc1 | 0.99 | 0 | 4 | 1 | -1 | -1 | 0.79 | 21
CC1CCC2(CC1)NC(=O)N(CC(=O)c1ccc(Cl)s1)C2=O (stereo not given) | 0.94 | 1 | 2 | 6 | -1 | -4 | 1.1 | -7
O=C(Nc1ccc2c(c1)OCO2)C1CC(=O)N(c2ccc3c(c2)OCCO3)C1 (stereo not given) | 1.1 | 6 | -2 | -8 | 3 | -5 | 0.98 | 2
COc1cc(-c2cc(OC)c3c(C)oc(C)c3c(=O)c2)ccc1O | 0.82 | 3 | 31 | 18 | -3 | -4 | 1 | 0
O=C1c2ccccc2C(Nc2ccc(Cl)cn2)N1Cc1ccccc1 (stereo not given) | 1 | 4 | -2 | -4 | 0 | 16 | 0.81 | 20
CC(=O)CCc1ccccc1 | 0.95 | -1 | 13 | 5 | -2 | -3 | 0.97 | 3
CCOc1ccccc1-n1cnc(C#N)c1N | 1.1 | 0 | -19 | -6 | 2 | 1 | 0.95 | 5
CC(=O)c1ccc(NC(=O)CCc2nc3sc4c(c3c(=O)[nH]2)CCCC4)cc1 | 1.1 | 4 | -11 | -6 | 13 | 2 | 0.96 | 4
Cc1cc(C(=O)CN2c3cccc4cccc(c34)S2(=O)=O)c(C)n1C | 0.96 | 7 | 16 | 4 | 2 | -3 | 0.99 | 1
CCc1ccc(/C=c2\s/c(=C\C(=O)C(C)(C)C)[nH]c2=O)cc1 | 1 | 2 | 0 | -4 | -5 | 21 | 1.2 | -24
CN(CC(=O)NCCc1ccc(S(N)(=O)=O)cc1)c1ccccc1 | 1 | -7 | 1 | -3 | 0 | -5 | 1.1 | -7
Cc1ccc(Oc2ccc(NC(=O)CCC(=O)OCC(=O)c3cccs3)cc2)cc1C | 1 | 1 | 8 | -4 | -2 | 2 | 1.1 | -8
Cc1cc(C(=O)OCC(=O)NC(C)c2ccc(F)cc2)c(C)o1 (stereo not given) | 1.1 | -1 | -11 | -12 | -3 | 3 | 1.2 | -24
COc1ccccc1NC(=O)Nc1cccc(NC(C)=O)c1 | 0.97 | -5 | 2 | 3 | -2 | -4 | 1 | -2
COc1ccc(-c2cc(=O)n(CCC#N)[nH]2)cc1 | 0.86 | 5 | 6 | 14 | -2 | 7 | 1.2 | -17
C=CCSc1nnc(-c2cnn(-c3ccccc3)c2-n2cccc2)n1C | 0.84 | -4 | 0 | 16 | 3 | -9 | 1.4 | -39
O=C(COc1ccccc1)Nc1cccc(-c2nn[nH]n2)c1 | 0.97 | 0 | -23 | 3 | -1 | -3 | 1.1 | -8
CCOc1ccccc1NC(=O)C(=O)NCC1CCCN1CC (stereo not given) | 0.93 | -11 | 13 | 7 | 1 | -12 | 0.96 | 4
CCC(C(=O)NC1CCCCC1)n1c(SCc2cccc(F)c2)nc2ccncc21 (stereo not given) | 1 | 1 | 5 | -4 | -8 | -6 | 0.97 | 3
CC[C@]12c3[nH]c4cc(CCC(=O)N(C)C)ccc4c3CCN1C(=O)[C@@H](CC(=O)NCC13CC4CC(CC(C4)C1)C3)C[C@@H]2C(=O)N1CCN(C(=O)c2ccco2)CC1 | 1 | 2 | 11 | -1 | 0 | -20 | . | .
CC(=O)Nc1ccc(NC(=O)CSc2nnc(CNc3ccc(F)cc3)n2CC2CCCO2)cc1 (stereo not given) | 1 | -8 | -2 | 0 | -2 | -2 | 1.1 | -5
CNC(=O)CSc1nc(N)c2c3c(sc2n1)CCC3 | 0.94 | -7 | -7 | 6 | -14 | -2 | 1.1 | -7
c1ccc(Cn2c(NCc3ccccn3)nc3ccccc32)cc1 | 1 | -3 | -6 | -2 | 4 | -17 | 1.1 | -10
Cc1ccccc1NC(=O)Cc1nnc(SCC(=O)Nc2ccccc2)n1C | 0.88 | -4 | -1 | 12 | -4 | -9 | 1 | 0
Cc1cc(C)c(NC(=O)Cn2nnc(C(=O)Nc3ccc(F)cc3F)c2N)c(C)c1 | 0.98 | 4 | 0 | 2 | -3 | -1 | 1.2 | -17
CN1CCN(C(=O)C2CCCN(S(=O)(=O)c3ccc(Br)cc3)C2)CC1 (stereo not given) | 1.1 | -3 | -6 | -6 | 1 | -3 | 0.82 | 18
Cc1cccc(NC(=S)NC(C)C(c2cccs2)N2CCN(C)CC2)c1C (stereo not given) | 1 | -5 | -10 | 0 | 2 | -3 | 1 | -3
CCOc1cc(/C=N/Nc2nnc(C)n2N)ccc1O | 0.95 | 7 | 59* | 5 | -1 | -1 | 0.95 | 5
O=C(c1cccc(Cl)c1)N1CCC2(CC1)NCCc1[nH]cnc12 | 1 | -4 | -12 | 0 | -4 | 5 | 1.1 | -5
COc1ccc(C(=O)c2c3ccc([N+](=O)[O-])cc3[n+]([O-])n2CCCC(N)=O)cc1 | 0.94 | -2 | -8 | 6 | -1 | 10 | 0.97 | 3
Cc1ccc(S(=O)(=O)N/N=C\c2cc([N+](=O)[O-])ccc2Cl)cc1 | 0.98 | -5 | -3 | 2 | -3 | -8 | 0.92 | 8
O=C(c1ccco1)[C@@H]1[C@@H]2C(=O)N(c3ccc(F)cc3)C(=O)[C@@H]2C2c3ccccc3C=CN21 (stereo not given in full) | 0.92 | . | . | 8 | -7 | . | 1.1 | -9
CSc1ccccc1C(=O)NCc1ccccc1C | 0.84 | -6 | -11 | 16 | 1 | 2 | 1.1 | -7
COc1ccc(C2C3=C(CC(C)(C)CC3=O)Oc3ncn(Cc4ccccc4)c(=N)c32)cc1 (stereo not given) | 0.98 | -9 | 5 | 2 | -2 | -10 | 1.1 | -11
CC(=O)N1CCOc2ccc(S(=O)(=O)Nc3ncccc3C)cc21 | 0.91 | -9 | 6 | 9 | -4 | -3 | 1 | 0
COc1ccc(C(=O)C(CCCCC(CN(C)C)C(=O)c2ccc(OC)cc2)CN(C)C)cc1 (stereo not given) | 1 | -4 | 0 | -4 | -1 | 4 | 1.1 | -5
O=C(O)c1cccc(S(=O)(=O)N2CCc3ccccc3C2)c1 | 1.1 | 4 | -23 | -7 | -8 | 1 | 1 | 0
Cc1cccc(-n2nc3c(c2NC(=O)c2c(F)cccc2F)CS(=O)(=O)C3)c1C | 0.95 | -1 | -40 | 5 | -3 | -1 | 0.77 | 23
O=C1CCC(C(=O)N2CCC(CO)CC2)CN1Cc1ccc(Cl)cc1 (stereo not given) | 0.91 | -1 | 5 | 9 | -2 | 4 | 1.1 | -14
Cc1cccc(-n2c(C)cc(C=C(C#N)C#N)c2C)c1 | 0.95 | -11 | 0 | 5 | -4 | 35 | 0.86 | 14
CC1CCC(C(C)C)C(OC(=O)CSc2n[nH]c(=O)[nH]c2=O)C1 (stereo not given) | 0.96 | 1 | -34 | 4 | -2 | -3 | 1.1 | -8
O=C(COC(=O)c1ccccc1OCc1ccccc1Cl)NC1CC1 | 1 | -3 | 12 | 0 | -1 | -11 | 0.97 | 2
Cc1ccc(CNC(=O)CO/N=C/c2ccc(C(C)(C)C)cc2)cc1 | 1 | -3 | 6 | -3 | 28 | 13 | 0.84 | 16
Cc1ccc2c(c1)C(=O)CC(O)(C(F)(F)F)O2 (stereo not given) | 1.1 | -1 | -13 | -15 | -4 | -4 | 0.86 | 14
CC(=O)Nc1ccc(N=Cc2nc(-c3ccc(C)cc3)oc2O)cc1 | 1 | -2 | 4 | -2 | -6 | -23 | 0.8 | 20
